Mtb UGM inh – blocks M. tuberculosis UGM enzyme | P9WIQ1 | 320,000 compounds, 0.06% hits | purified UGM, fluorescence polarization probe displacement | inhibition, % at 10 µM; in the data active means inhibition above about 10%, passing the limit was not always enough; inconclusive means no clear call, values can overlap the other calls
Target sequence (P9WIQ1 whole entry, looked up): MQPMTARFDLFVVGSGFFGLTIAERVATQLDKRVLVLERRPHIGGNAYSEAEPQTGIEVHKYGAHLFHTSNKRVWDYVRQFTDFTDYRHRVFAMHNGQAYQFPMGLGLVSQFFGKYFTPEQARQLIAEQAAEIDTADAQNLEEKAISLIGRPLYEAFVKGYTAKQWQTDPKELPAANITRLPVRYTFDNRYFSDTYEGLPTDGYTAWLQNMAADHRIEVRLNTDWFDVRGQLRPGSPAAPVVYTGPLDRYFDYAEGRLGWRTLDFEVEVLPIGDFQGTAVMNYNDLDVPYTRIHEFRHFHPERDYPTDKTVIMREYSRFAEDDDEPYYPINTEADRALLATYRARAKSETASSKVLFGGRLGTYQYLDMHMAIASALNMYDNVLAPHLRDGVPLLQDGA
Mtb BioA inh – blocks M. tuberculosis BioA enzyme activity; purified M. tuberculosis BioA enzyme, plate reader; inhibition, % at 9.99 µM; 360,000 compounds, 0.096% hits; in the data active means inhibition above about 40%; inconclusive means no clear call, values can overlap the other calls
GDH-TPI inh – counter-screen for M. tuberculosis FBA inhibitors: GDH-TPI coupled enzymes; GDH-TPI coupled enzyme counterscreen, NADH absorbance; inhibition, % at 4.8 µM; 360,000 compounds, 1.2% hits; AID 588335; in the data active means inhibition above about 30%;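 further: 0% = DMSO wells and 100% = wells lacking the enzyme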
Vc quorum ag – quorum light induction in luxS cqsA deficient V. cholerae; V. cholerae BH1578 lux reporter, luminescence, 6 h; 350,000 compounds, 0.16% hits; activation, % at 18.7 µM; AID 588436; in the data active means activation mostly above about 9.7%, no sharp cut-off; inconclusive means no clear call, values can overlap the other calls; inactive means mostly below about 3.7%; further: not every result past the cut was called active; inactives centre near 0; reference of the scale not given here
Mtb FBA inh – Mtb fructose-bisphosphate aldolase inhibition; 360,000 compounds, 2.3% hits; AID 588726; P9WQA3; inhibition, % at 1 µM; purified M. tuberculosis FBA, fluorescence read-out; in the data active means inhibition above about 27%;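 further: 0% = vehicle and 100% = reference inhibitor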
Target sequence (P9WQA3 whole entry, looked up): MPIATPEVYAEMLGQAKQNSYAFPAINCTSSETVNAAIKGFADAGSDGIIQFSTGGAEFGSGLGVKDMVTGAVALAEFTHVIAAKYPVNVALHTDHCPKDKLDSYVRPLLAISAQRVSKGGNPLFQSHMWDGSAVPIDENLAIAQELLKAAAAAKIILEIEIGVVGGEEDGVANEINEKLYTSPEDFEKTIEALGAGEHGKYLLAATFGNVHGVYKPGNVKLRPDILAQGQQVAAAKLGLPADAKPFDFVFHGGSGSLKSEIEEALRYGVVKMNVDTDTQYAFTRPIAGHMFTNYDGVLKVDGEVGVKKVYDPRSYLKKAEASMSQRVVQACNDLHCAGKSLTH
PfHsp40 yeast – compounds rescuing yeast from Plasmodium falciparum HSP40 toxicity; S. cerevisiae expressing PfHsp40, growth rescue, ATP luminescence; growth rescue, % at 12.5 µM; 340,000 compounds, 0.68% hits; AID 504582; in the data active means growth rescue above about 28%, passing the limit was not always enough; inconclusive means no clear call, values can overlap the other calls;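 further: yeast W303a lacking pdr1 and pdr3 grown in galactose medium; growth measured after three days at 30 °C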
TcdB inh – TcdB glycohydrolase inhibition. P18177. TcdB glycohydrolase enzymatic assay, plate reader. inhibition, % at 9.99 µM. 350,000 compounds, 0.24% hits; in the data active means inhibition above about 10%
FadD28 FP inh – inhibitors of Mycobacterium tuberculosis FadD28 bisubstrate binding; inhibition, % at 12.5 µM; FadD28 bisubstrate probe binding, fluorescence polarization; 360,000 compounds, 0.22% hits; in the data active means inhibition above about 8.5%, passing the limit was not always enough; inconclusive means no clear call, values can overlap the other calls
Y pestis TopoI – inhibitors of Yersinia pestis topoisomerase I; Y. pestis Topo-I cleavage product accumulation, plate reader; activity, % at 10 µM; 360,000 compounds, 0.064% hits; in the data active means activity above about 50%, passing the limit was not always enough; inconclusive means no clear call, values can overlap the other calls; further: inactives centre near 2
An asterisk follows results filed as active; i = inactive; ? = inconclusive; / = not tested or not shown. Compounds were not picked by outcome; about 4.6% have a hit in one of these screens.

SMILES | Mtb UGM inh | Mtb BioA inh | GDH-TPI inh | Vc quorum ag | Mtb FBA inh | PfHsp40 yeast | TcdB inh | FadD28 FP inh | Y pestis TopoI
c1ccc(Oc2cccc(NC3=NCCC3)c2)cc1 | -1.1 | 0.3 | 2.8 | i | 2.0 | 2.0 | / | -3.4 | 3.0
Cc1cc(=O)c2cccc(Br)c2[nH]1 | 5.7 | / | 12.2 | -0.4 | -0.9 | -0.2 | / | 0.6 | 1.1
c1ccc2c(-c3cc(NCc4ccncc4)n4nccc4n3)cccc2c1 | / | 0.8 | 9.3 | -0.6 | 4.1 | / | 0.8 | 0.2 | 8.5
CCOC(=O)C1=C(C)N(c2ccccc2)C(=O)C1CC(=O)O (configuration not stated) | -1.1 | 0.3 | -6.2 | -0.3 | -9.4 | -1.1 | / | -4.2 | 4.9
Cc1ccnc(NC(=O)CCC(=O)c2cc(C)sc2C)c1 | -2.3 | -1.0 | -1.4 | i | -2.2 | 0.6 | 2.4 | 0.1 | 5.8
COC(=O)C1=C(c2cc3ccccc3o2)C[C@@H]2CC[C@H]1N2C(=O)NCc1ccc(F)cc1 | 1.0 | -2.0 | 6.0 | i | 0.9 | 2.3 | 0.9 | -4.2 | -4.5
Cc1nc(-c2cc(-c3nc(-c4cc(C(F)(F)F)cc(C(F)(F)F)c4)no3)no2)cs1 | 0.1 | -2.6 | 2.2 | 0.8 | 3.6 | / | -0.5 | -0.2 | -6.1
Cc1ccc(S(=O)(=O)NCCc2ccc(S(N)(=O)=O)cc2)cc1 | -1.5 | -0.5 | 3.4 | -0.7 | 0.3 | 0.2 | / | -3.5 | -1.4
Cc1noc(C)c1CSCC(=O)Oc1ccc(N(C)S(=O)(=O)c2ccccc2)cc1 | 2.6 | -0.6 | 0.0 | i | 0.0 | -1.2 | 1.3 | -0.3 | 43.1
CCc1ccccc1N(CC(=O)N1CCN(c2ccccc2F)CC1)S(C)(=O)=O | 0.0 | / | -1.8 | -0.2 | -1.0 | 0.2 | / | -3.1 | 17.0
N#Cc1ccc(C(=O)N2CCN(c3ncccn3)CC2)cc1 | -0.2 | -1.5 | 4.4 | 0.6 | 1.7 | ? | 0.8 | -0.8 | 9.2
CC(c1ccc2c(c1)OCO2)n1c(=S)[nH]c2ccccc2c1=O (configuration not stated) | 0.6 | 9.7 | 6.5 | i | -0.6 | 75.3* | 1.7 | -28.0 | -0.4
CC(C)C(C(=O)Nc1ncn[nH]1)N1C(=O)c2ccccc2C1=O (configuration not stated) | 1.2 | -1.0 | -3.2 | 1.0 | 0.5 | -1.8 | / | -0.5 | 1.3
CCN1C(=O)[C@H]2[C@@H](c3ccc(-c4ccc(OC)cc4)cc3)N3CCCC[C@@]3(C(=O)OC)[C@H]2C1=O | 0.5 | -1.0 | 10.8 | -0.5 | 0.8 | 2.2 | -0.7 | -0.5 | 17.3
Cn1c(-c2ccc(-c3ccccc3)cc2)c[nH]c1=S | -2.0 | 0.0 | -3.1 | -0.3 | 8.6 | 2.0 | / | -0.7 | 2.7
Cc1nc2sc(C(c3ccccc3)N3CCN(C)CC3)c(O)n2n1 (configuration not stated) | 2.7 | -0.7 | 2.0 | -0.3 | 2.0 | 1.1 | -0.3 | 0.0 | -0.3
COc1ccc(-n2nccc2-c2nn(-c3cccc(OC)c3)c(=O)n(C)c2=O)cc1 | 0.0 | -0.9 | 10.7 | -4.5 | 0.0 | -0.8 | / | -3.9 | 12.1
O=C1CCC(C(=O)Nc2cc(C(F)(F)F)ccc2-n2cncn2)=NN1 | -1.0 | 0.1 | 9.1 | i | 4.5 | -0.6 | 0.4 | -2.3 | -0.6
COc1ccc(/C=N/NC(=O)c2ccc(O)cc2)cc1CN1CCCc2ccccc21 | 0.9 | 0.7 | 9.2 | -0.1 | -6.5 | -0.5 | / | -7.6 | -20.1
COc1cc(C(=O)NCC(=O)N/N=C/c2ccc(-c3cccc([N+](=O)[O-])c3)o2)cc(OC)c1OC | -6.1 | 0.0 | 37.6* | -1.8 | -2.9 | -0.9 | -0.2 | 0.7 | -4.4
COc1ccc(/C=N\NC(=O)COc2ccccc2Cl)cc1Cn1nc(C)cc1C | 2.8 | 0.1 | 8.9 | i | 1.8 | -1.3 | / | 1.0 | 28.3
O=C(COc1ccc([N+](=O)[O-])cc1)Nc1cccnc1 | -0.4 | / | 0.0 | i | 2.5 | -0.3 | -0.4 | -3.6 | 3.3
CCn1cc(C(=O)NCc2ccco2)c(=O)c2cc(S(=O)(=O)N3CCCCCC3)ccc21 | 0.2 | 7.3 | 12.1 | i | -1.7 | 1.7 | / | -6.9 | 21.2
COc1ccc(C(=O)C2CCCN(Cc3cn[nH]c3-c3ccccc3)C2)cc1OC (configuration not stated) | -0.7 | 2.2 | 1.3 | i | 0.5 | -0.4 | 3.0 | -2.0 | -9.0
CCc1nn2c(N3CCOCC3)cc(C)nc2c1-c1ccccc1 | -1.0 | / | -2.2 | -2.2 | -0.3 | 0.1 | 1.2 | -1.5 | -4.2
SMILES | Mtb UGM inh | Mtb BioA inh | GDH-TPI inh | Vc quorum ag | Mtb FBA inh | PfHsp40 yeast | TcdB inh | FadD28 FP inh | Y pestis TopoI
COc1ccc(/C=C2/CCCC(C(=O)C(F)(F)F)=C2O)cc1OC | 3.2 | -3.2 | 1.5 | -0.3 | -0.5 | 0.2 | -0.2 | -2.8 | -1.1
CCOc1ccc(/C=N/n2nnnc2N)cc1OCC | -1.2 | 0.3 | 31.1* | -0.2 | 6.0 | -0.5 | 0.1 | 0.4 | -5.3
CCc1ccc(OCC(=O)Nc2ncc3c(n2)CC(C)(C)CC3=O)cc1 | -0.3 | -1.1 | 0.7 | i | 4.8 | 0.2 | / | 0.0 | 2.2
O=C1NC(=S)SC1=Cc1cc(Br)ccc1O | / | / | 17.0 | / | -5.4 | 3.1 | 0.8 | 11.6* | -2.3
O=C(COc1ccc(Cl)cc1)N1CCN(C(=O)c2ccccc2F)CC1 | 2.1 | 0.1 | 0.0 | -0.3 | -0.3 | 0.2 | 0.1 | -0.8 | 2.3
CCCc1nc2ccccc2c(C(=O)OCC(=O)NCc2ccco2)c1CC | 3.8 | 0.9 | 4.1 | -0.2 | 2.8 | 0.9 | / | -1.8 | 9.1
COc1ccc(NC(=O)C[C@H]2C(=O)N(Cc3ccccc3)C[C@@H]2c2ccc(OC)cc2)cc1 | / | 0.6 | 8.2 | -0.7 | 0.5 | / | 1.4 | -0.2 | 9.8
O=C(Cn1nnc2ccccc21)c1ccccc1 | -1.2 | 0.2 | -4.5 | -2.4 | -2.0 | -1.5 | -0.6 | -0.2 | 5.5
COC(=O)c1ccc(C2C(Oc3ccccc3)C(=O)N2CCc2ccc(OC)c(OC)c2)cc1 (configuration not stated) | -0.7 | 0.1 | 6.2 | i | -0.1 | -0.5 | / | -0.7 | 3.0
N#Cc1c(-c2ccc(F)cc2)cc(-c2cccs2)nc1SCC(=O)O | -3.1 | 12.3 | 22.1 | 1.6 | 8.9 | -0.9 | -9.4 | -2.8 | -3.2
Cc1ccn2c(/C=N/OCc3ccc(F)cc3)c(-c3ccc(Cl)cc3)nc2c1 | 0.0 | 0.5 | -4.8 | 4.5 | 3.0 | -1.1 | / | -0.3 | 8.4
Cc1cc(NC(=O)COC(=O)CC2CCCC2)c([N+](=O)[O-])cc1C | 0.1 | 0.8 | 7.0 | i | -1.2 | -2.5 | 3.4 | 0.6 | 27.3
CCC(C)Nc1nc(OCC(F)(F)F)nc(OCC(F)(F)F)n1 (configuration not stated) | -0.2 | -0.3 | 10.8 | i | 0.1 | 0.2 | / | 0.1 | 2.5
Cc1cc(C)c(C)c(S(=O)(=O)N2C(=S)NC(=O)C2CC(C)C)c1C (configuration not stated) | / | 1.2 | 0.4 | 0.5 | -2.9 | 4.6 | / | -4.4 | -5.7
Cc1nc(SCC(=O)NC(=O)NC2CCCCC2)nc(C)c1C | 3.5 | / | -5.8 | -0.5 | -0.8 | 1.2 | 0.9 | -1.2 | 0.8
COc1ccc(N(CC(=O)Nc2cc([N+](=O)[O-])ccc2C)S(C)(=O)=O)cc1OC | -1.1 | -0.3 | -6.2 | -0.3 | 2.4 | -1.0 | 1.7 | -2.2 | -5.3
COc1cc(/C=N/NC(=O)CNC(=O)c2cccs2)ccc1O | -3.6 | -2.3 | 8.5 | i | -4.0 | 1.3 | 5.8 | 1.9 | -6.3
Cc1noc(C)c1C(=O)Nc1cc(S(=O)(=O)N2CCCCC2)ccc1N(C)C | / | -0.4 | -7.7 | -12.5 | 0.0 | 0.0 | 0.7 | -1.8 | 10.1
Cc1cccc(C)c1NC(=O)NN(C(=O)c1ccccc1)C(C)(C)C | -1.2 | / | 2.5 | i | -2.5 | -0.2 | 0.4 | -0.2 | 2.9
CCCn1c(SCC(=O)Nc2cccc(F)c2)nc(O)cc1=O | 2.2 | 4.5 | -0.4 | -1.1 | -0.5 | 1.2 | -0.3 | -2.8 | 0.4
Cc1nnc2ccc(-c3ccc(NS(=O)(=O)c4ccccc4F)cc3)nn12 | -0.7 | / | 9.3 | 0.7 | 7.4 | -1.6 | 1.3 | 2.3 | -2.1
O=C(CN1CCN(S(=O)(=O)c2ccc(F)cc2)CC1)Nc1cc(C(F)(F)F)ccc1Cl | / | -0.7 | -7.1 | 0.6 | -0.4 | -0.5 | / | -1.7 | -6.1
CC(C)NC(=O)c1onc(CSc2ccc(Cl)cc2)c1C(=O)NC(C)C | -0.4 | 1.4 | -5.2 | 0.2 | -0.9 | 2.5 | / | -3.8 | 29.8
CCC1CCCCN1Cc1nc(Cc2ccccc2Cl)no1 (configuration not stated) | -0.8 | 0.5 | 2.9 | i | -0.1 | -1.5 | -1.5 | -0.3 | 19.7
O=C(CSc1nnc(NC2CCCCC2)s1)NC1CCS(=O)(=O)C1 (configuration not stated) | -1.3 | / | 8.7 | -0.3 | -1.7 | 0.1 | / | -1.5 | 19.4
SMILES | Mtb UGM inh | Mtb BioA inh | GDH-TPI inh | Vc quorum ag | Mtb FBA inh | PfHsp40 yeast | TcdB inh | FadD28 FP inh | Y pestis TopoI
Cn1cc(CN2CCC(C(O)CCc3ccccc3)CC2)c(-c2ccccc2F)n1 (configuration not stated) | 0.2 | / | 1.2 | -0.5 | -2.7 | -0.8 | 1.1 | -0.1 | 3.3
FC(F)(F)c1cccc(N2CCN(Cc3ccoc3)CC2)c1 | 2.7 | / | 0.3 | i | 5.8 | 0.2 | 0.3 | -1.4 | 4.6
Cc1ccc(NC(=O)CN2CCC(C(N)=O)CC2)cc1[N+](=O)[O-] | 2.8 | -3.1 | 1.6 | -0.9 | -2.6 | -1.4 | 1.2 | 0.1 | -3.0
CC1CCN(c2nc3c(c(=O)[nH]c(=O)n3C)n2CCCc2ccccc2)CC1 | -1.0 | -1.3 | -2.4 | -0.3 | -1.4 | 0.0 | 1.5 | -3.1 | 2.8
O=C(CSc1ccc(-c2ccccc2)nn1)NCc1ccco1 | 1.7 | -3.2 | -11.3 | / | -3.6 | 8.7 | / | -2.4 | 0.6
Nc1nc(CSc2n[nH]c(-c3ccccc3)n2)nc(Nc2ccccc2)n1 | -1.6 | -0.7 | 9.7 | i | -0.4 | 68.2* | / | -3.2 | -0.8
COc1ccc(N(C)C(=O)CCS(=O)(=O)c2cccc3nonc23)c(OC)c1 | -4.2 | -0.7 | -4.1 | -0.6 | -1.7 | 0.4 | / | -4.3 | -9.4
Cc1ccc(S(=O)(=O)N2C[C@@H]3c4ccccc4N(S(=O)(=O)c4ccc(C)cc4)[C@@H]3[C@@H](C)C2CC(=O)c2ccccc2)cc1 (some centres not stated) | / | -2.4 | 12.7 | i | 2.1 | 0.6 | -4.5 | -1.7 | 2.7
Cc1nc2c(Cl)cc(Cl)cc2[nH]1 | 1.7 | / | 12.4 | i | 1.5 | 33.3* | / | -0.7 | 1.0

Exported with two lines to a compound: 2 of the compounds above.
Order of results: Mtb UGM inh	Mtb BioA inh	GDH-TPI inh	Vc quorum ag	Mtb FBA inh	PfHsp40 yeast	TcdB inh	FadD28 FP inh	Y pestis TopoI
> Nc1nc(CSc2n[nH]c(-c3ccccc3)n2)nc(Nc2ccccc2)n1
→ -1.6	-0.7	9.7	i	-0.4	68.2*	/	-3.2	-0.8
> COc1ccc(N(C)C(=O)CCS(=O)(=O)c2cccc3nonc23)c(OC)c1
→ -4.2	-0.7	-4.1	-0.6	-1.7	0.4	/	-4.3	-9.4
